PfGluPho inh = PfG6PD (Plasmodium falciparum) enzyme inhibition; PfGluPho enzyme, NADPH resazurin-diaphorase fluorescence; inhibition, % at 20 µM; actives 0.78% (n = 350,000); AID 504690;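 active = inhibition reaching at least a set limit at 20 µM in the primary screen, cut at about 59% in these data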;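 also: 0% = DMSO wells with substrate and 100% = DMSO wells lacking glucose-6-phosphate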
SENP8 block = inhibitors of human SENP8 protease; recombinant SENP8, Nedd8 substrate fluorescence; Q96LD8; actives 0.64% (n = 360,000); inhibition, % at 20 µM; in the data active = inhibition mostly above about 40%, no sharp cut-off; inactive = mostly below about 27%
Target sequence (Q96LD8 whole entry, looked up): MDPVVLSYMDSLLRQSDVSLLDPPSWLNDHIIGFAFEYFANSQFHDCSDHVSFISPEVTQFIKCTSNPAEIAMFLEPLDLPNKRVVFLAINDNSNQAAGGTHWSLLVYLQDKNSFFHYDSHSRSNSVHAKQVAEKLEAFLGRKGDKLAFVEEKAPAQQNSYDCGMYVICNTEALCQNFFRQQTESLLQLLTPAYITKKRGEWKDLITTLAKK
MPTP inh = permeability transition pore inhibition; isolated mouse mitochondria, Ca2+ swelling absorbance, 30 min; inhibition, % at 10 µM; actives 1.4% (n = 360,000); AID 602449;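 active = inhibition of 50% or more, scaled per plate between neutral and stimulator controls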;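 also: 0% = DMSO wells given calcium and 100% = 1 mM EGTA wells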
* = called active by the depositor.

smiles	PfGluPho inh	SENP8 block	MPTP inh
C[C@H](CO)N1C[C@H](C)[C@@H](CN(C)Cc2ccc(Cl)c(Cl)c2)OCCCC[C@H](C)Oc2ccc(NC(=O)CCC(F)(F)F)cc2C1=O	15.6	-18.8	-2.4
CNC(=O)C[C@H]1C(=O)N(CCc2ccccc2)C[C@@H]1Cc1ccccc1	10.1	10.4	0.0
O=C(COC(=O)C1=COCCO1)NCc1ccc(Cl)cc1Cl	9.9	-1.7	3.9
NC(=O)NN=C1CCN2CCCc3cccc1c32	10.6	-469.7	0.3
COc1ccc(Cl)cc1C(=O)NNC(=O)CCNC(=O)c1ccccc1	-14.1	10.5	-1.3
Cc1cccnc1NS(=O)(=O)c1ccccc1	-7.8	-20.5	0.0
COc1ccc(S(=O)(=O)N2CCOCC2)cc1NC(=O)c1c(C)noc1C	9.9	10.9	-0.8
CCOC(=O)C1CC(c2ccccc2)=NN1c1ccccc1 (configuration not stated)	19.4	-455.8	1.6
C[C@H]1CN([C@@H](C)CO)C(=O)CCCn2cc(nn2)CO[C@@H]1CN(C)C(=O)C1CCCCC1	-20.4	6.5	-2.0
C[C@@H]1CN([C@H](C)CO)C(=O)CCCn2nncc2CO[C@H]1CN(C)S(=O)(=O)c1ccc(C#N)cc1	5.0	4.4	0.1
CC1(c2ccc(F)cc2)OC(=O)c2c1ccc1ccccc21 (configuration not stated)	11.6	-9.6	-0.2
CC1=C(C(=O)N2CCOCC2)CC(CC(=O)NC2CCCC2)C(=O)N1Cc1ccccc1 (configuration not stated)	-7.0	32.3	-0.3
Cc1cc(C)cc(OCC(=O)NNC(=O)CC(C)c2ccccc2)c1 (configuration not stated)	9.3	11.2	-1.3
N#Cc1ccc(NN=Nc2ccccc2C#N)cc1	-1.1	12.7	0.7
C[C@H](CO)N1C[C@H](C)[C@H](CN(C)S(=O)(=O)c2cccc(F)c2)OCc2ccccc2-c2c(n(C)c3ccccc23)C1=O	14.5	2.0	0.4
Cc1ccc([C@H]2C[C@@H](n3cc(-c4ccc(F)cc4)nn3)[C@H](O)CN2CC2CCCCC2)cc1	17.0	6.2	3.6
c1ccc2c(c1)COc1c3cc4c(cc3nn1-2)OCO4	33.4	10.5	-2.0
COc1ccc(NCC(=O)Nc2c(C)cccc2C)cc1S(=O)(=O)N1CCOCC1	0.1	7.4	-0.6
O=C1[C@H]2[C@@H](c3ccccc3)N[C@]3(CCCN(Cc4ccc(Br)cc4)C3=O)[C@H]2C(=O)N1Cc1ccccc1	13.8	6.0	1.1
CC(C)(C)C1CCNC(=O)CC1 (configuration not stated)	-15.4	11.1	-1.3
CN1OC[C@@H]2CN(Cc3ccccc3)[C@H](c3cccc(-c4ccccc4)c3)C[C@@H]21	23.5	3.0	-1.6
CC1(C)CC(=O)C=C(c2ccccc2CO)C1=O	-1.5	13.6	-1.4
Cc1ccc(S(=O)(=O)CCC(=O)OCC(=O)NCc2ccc(F)cc2)cc1	0.8	3.3	0.9
CCCS(=O)(=O)c1nc(S(=O)(=O)c2ccc(C)cc2)c(N2CCCCC2)s1	9.4	18.4	-0.2
C[C@@H]1CCCCO[C@H](CN(C)Cc2ccccc2)[C@@H](C)CN([C@H](C)CO)C(=O)c2cc(NC(=O)c3ccccc3)ccc2O1	5.8	7.8	-0.4
Cc1nc(-c2ccc(F)cc2)c(CC(=O)N(C)CC(=O)Nc2cccc(F)c2)s1	13.6	20.5	-2.3
COc1ccc(C(=O)N(C)C(C)c2nccs2)cc1OC1CCN(C(C)=O)CC1 (configuration not stated)	-0.8	7.9	-0.1
O=C1CSC(=S)N1N=Cc1c(F)cccc1Cl	-8.0	6.2	-1.2
COc1ccc([C@H]2C[C@H](O)[C@@H](n3cc(-c4ccc(F)cc4)nn3)CN2CC2CCCCC2)cc1	34.3	10.0	-2.2
C[C@@H]1CN([C@H](C)CO)C(=O)CCCn2cc(nn2)CO[C@H]1CN(C)C(=O)NC1CCCCC1	-5.7	15.3	-2.9
O=c1c2ccccc2nnn1-c1ccccc1[N+](=O)[O-]	5.0	4.4	-0.7
Cc1cc(OCC(=O)OC(C)C(=O)NC2CC2)c(C(C)C)cc1Cl (configuration not stated)	16.9	9.6	0.4
NS(=O)(=O)c1cc(Br)c2c(c1)S(=O)(=O)NCN2	0.2	12.2	-0.7
CCOC(=O)C(C#N)C(=N)C1C(=O)OC2CCCCC21 (configuration not stated)	-2.9	26.1	0.0
C[C@@H]1CN([C@@H](C)CO)S(=O)(=O)c2ccc(-c3ccccc3)cc2O[C@@H]1CN(C)Cc1ccccc1C(=O)O	10.6	21.5	-2.1
C[C@@H]1CCCCO[C@H](CN(C)C(=O)Nc2ccc(C(F)(F)F)cc2)[C@@H](C)CN([C@H](C)CO)C(=O)c2cc(NC(=O)c3ccncc3)ccc2O1	49.8	14.7	0.1
CCN(CC)C(=O)C1=C(C)N(Cc2ccccc2)C(=O)C(CC(=O)NC2CCCC2)C1 (configuration not stated)	-5.7	-3.6	0.7
O=C(CN1C(=O)NC2(CCCCCC2)C1=O)Nc1ccc(OC(F)(F)F)cc1	2.1	20.4	0.4
C[C@@H]1CN([C@@H](C)CO)C(=O)CCCn2nncc2CO[C@@H]1CN(C)C(=O)Nc1ccc(N2CCN(C)CC2)cc1	-1.5	9.7	-1.0
COc1ccc([C@H]2N[C@]3(CCCN(Cc4ccccc4)C3=O)[C@H]3C(=O)N(Cc4ccccc4)C(=O)[C@@H]23)cc1	3.9	1.5	-0.8
Nc1ccc(Oc2ccc(N)c([N+](=O)[O-])c2)cc1[N+](=O)[O-]	1.4	33.9	1.2
COc1ccc(-c2ccc(CN3C(C)C(=O)N(Cc4cn(CCC5OCCO5)nn4)CCS3(=O)=O)cc2)cc1 (configuration not stated)	7.9	-10.8	-0.3
CC1(C)COC(Cc2ccccc2)=N1	1.0	16.8	0.0
COc1cccc(CN(C)CCCn2cnc3c(OC)ncnc32)c1	-4.3	-4.8	-1.4
CCCCCCC1CC(=CN(C)C)C(=O)O1 (configuration not stated)	-8.3	12.2	0.1
COc1ccc(CN2C(=O)C(CC(=O)NCc3cccc4ccccc34)CC(C(=O)N(C)C)=C2C)cc1 (configuration not stated)	-2.3	1.0	-2.4
COC(=O)[C@H]1C[C@H](OC(=O)Nc2cccs2)[C@@]2(O)CN(S(=O)(=O)c3ccc(C)cc3)CC2[C@H]1C(=O)OC (some centres not stated)	21.5	-5.0	0.4
CC(C)C1C(=O)N(Cc2cn(Cc3ccco3)nn2)CCS(=O)(=O)N1Cc1ccc(-c2ccc(F)cc2)cc1 (configuration not stated)	19.0	11.8	-1.2
Cc1ncc(C)c2c([N+](=O)[O-])cccc12	28.2	-9.1	-0.8
O=C1OCCC1=CN1CCCCC1	5.0	-5.4	1.9
Cc1c(NC(=O)COC(=O)c2ccccc2O)c(=O)n(-c2ccccc2)n1C	1.0	10.4	0.4
CCn1c(SCC(=O)Nc2oc(C)c3c(C)n[nH]c(=O)c23)nnc1-c1ccco1	-17.0	13.1	1.5
CCN1CCC[C@H]1CNCCCn1cnc2c(SC)ncnc21	16.3	15.8	0.0
CC(C)C1C(=O)N(Cc2cn(CCC3OCCCO3)nn2)CCS(=O)(=O)N1Cc1ccc(-c2ccncc2)cc1 (configuration not stated)	4.1	7.9	-0.2
CCC(=O)N(C)C[C@H]1Oc2ncc(C#Cc3cccnc3)cc2C(=O)N([C@@H](C)CO)C[C@@H]1C	27.0	-17.2	0.3
C[C@@H]1CN([C@H](C)CO)C(=O)CCCn2nncc2CO[C@H]1CN(C)C(=O)Nc1cccc(Oc2ccccn2)c1	-11.9	10.8	-0.3
C[C@@H]1CN([C@@H](C)CO)C(=O)CCCn2nncc2CO[C@H]1CN(C)C(=O)OCc1ccccc1	3.5	2.0	-1.4
CSc1ccc(/C=N/NC(=O)c2ccc3nc[nH]c3c2)cc1	7.6	-355.8	-0.2
C[C@@H]1CN([C@H](C)CO)C(=O)CCCn2nncc2CO[C@H]1CN(C)Cc1ccncc1	-0.7	11.3	0.4
COc1cc2c(cc1N)-c1ccc(N)cc1C2=O	26.5	-1.9	0.7

Next entries
smiles	PfGluPho inh	SENP8 block	MPTP inh
COc1ccc(OC)c(NCCN2C(=O)c3ccccc3C2=O)c1	42.8	18.9	0.7
O=C1NC(Cc2ccc(O)cc2)c2nc3ccc(Br)cc3c(=O)n2-c2cc3ccccc3cc21 (configuration not stated)	-1.4	-0.7	0.5
COc1ccc(CN2C(=O)C(CC(=O)NC3CCCCC3)CC(C(=O)N(C(C)C)C(C)C)=C2C)cc1 (configuration not stated)	-13.1	-14.5	0.8
CCCCN1C(=O)C(CC(=O)NC(c2ccccc2)c2ccccc2)CC(C(=O)N(CC)CC)=C1C (configuration not stated)	3.1	8.5	-0.1
Cc1ccccc1S(=O)(=O)N(C)C[C@@H]1OCc2ccccc2-c2c(n(C)c3ccccc23)C(=O)N([C@H](C)CO)C[C@@H]1C	33.6	15.9	-1.0
COc1ccc(NC2CCCN(C(=O)COc3ccc(C(C)=O)cc3)C2)cc1 (configuration not stated)	-8.3	20.8	0.9
COc1cc(C)c2sc3ccccc3c(=O)c2c1NCCN(C)C	10.5	21.3	1.5
CC(=O)c1ccc2cc3c(cc2c1)OCO3	6.1	-29.5	-0.5
O=C(COc1ccc(Br)cc1)OCC(=O)c1ccc[nH]1	-3.0	4.4	0.8
Cc1cccc(CN(C)C[C@@H]2OCc3cnnn3CCCC(=O)N([C@@H](C)CO)C[C@H]2C)c1	0.2	0.9	-0.2
COc1ccc(S(=O)(=O)Nc2ccc3c(c2)C(=O)N([C@H](C)CO)C[C@H](C)[C@@H](CN(C)C(=O)Nc2ccc(F)cc2)OCCCC[C@H](C)O3)cc1	30.4	0.6	0.1
CC(OC(=O)[C@@H](NS(=O)(=O)c1ccccc1)C(C)C)C(=O)c1c(N)n(C)c(=O)n(C)c1=O (some centres not stated)	-4.2	3.7	-0.7
O=C(COC(=O)c1ccc2c(c1)OCCO2)NCc1ccc(Cl)cc1	20.3	20.4	1.1
NS(=O)(=O)c1ccc(CCNC(=O)c2cc(S(=O)(=O)N3CCCCC3)ccc2Cl)cc1	-1.1	8.9	0.2
O=C(c1cc(Cl)cc(Cl)c1)N1CCC2CC1c1cc(N3CCCCC3)ccc12 (configuration not stated)	12.6	4.0	-3.9
C[C@H](CO)N1C[C@H](C)[C@@H](CN(C)C(=O)OCc2ccccc2)OCc2cn(nn2)CCCC1=O	11.1	-3.7	1.5
CCN(CC)C(=O)C1=C(C)N(CCC2=CCCCC2)C(=O)C(CC(=O)NCCN2CCOCC2)C1 (configuration not stated)	3.3	6.3	-0.6
COc1ccc(COC(=O)CCCN=C2NS(=O)(=O)c3ccccc32)cc1F	-12.1	18.2	2.0
CSc1ncccc1C(=O)N1CCCC(Nc2ccc(F)c(F)c2)C1 (configuration not stated)	-0.2	13.4	0.4
COc1ccccc1NC(=O)N(C)C[C@H]1OCc2cn(nn2)CCCC(=O)N([C@@H](C)CO)C[C@@H]1C	-9.7	10.2	-1.1
Cc1cn([C@H]2C[C@H](O)[C@@H](CNCc3cccn3-c3ccncc3)O2)c(=O)[nH]c1=O	-9.5	15.6	-0.7
O=C1C(N2CCOCC2)=Cc2cccc3cccc1c23	32.9	-6.7	2.6
O=C1CC(c2ccccc2)NC(=S)N1 (configuration not stated)	-8.2	16.2	2.9
CCN(CCCNc1cc2c(c(N)c1S(=O)(=O)O)C(=O)c1ccccc1C2=O)c1ccccc1	31.2	57.3*	4.5
O=[N+]([O-])c1cccc(N=NNc2cccc([N+](=O)[O-])c2)c1	47.2	18.7	29.1
CN1C(=O)N(CC(=O)Nc2ccc3c(c2)OCO3)C(=O)C12CCCCC2	5.8	-17.1	0.1
O=C(Cn1ccnc1[N+](=O)[O-])N(CCO)CCO	-3.4	24.8	-0.6
O[C@H]1CN(CC2CCCCC2)[C@@H](c2ccccc2)C[C@@H]1n1cc(C2CC2)nn1	15.3	0.3	-0.2
CC(C)OC(=O)N(C)C[C@@H]1OCc2cnnn2CCCC(=O)N([C@@H](C)CO)C[C@H]1C	-6.4	22.0	0.4
O=C(OCc1cn([C@@H]2CN(Cc3cccs3)[C@@H](c3ccccc3)C[C@H]2O)nn1)c1ccccc1	14.1	18.3	0.1
N#Cc1cnc2nc1NCCCCCCC2	25.5	12.4	-1.4
C[C@@H]1CN([C@H](C)CO)C(=O)c2c(c3ccccc3n2C)-c2ccccc2CO[C@@H]1CN(C)C(=O)Nc1ccc2c(c1)OCO2	30.1	10.6	-0.6
N=c1c2ccccc2nc2n1CCCCCCC2	18.4	10.2	0.2
Cc1ccc(S(=O)(=O)N2CCC(C(=O)NCCN3CCOCC3)CC2)cc1	-16.0	9.1	-1.0

Some of these compounds in order of heavy-atom count, smallest number first.
smiles	PfGluPho inh	SENP8 block	MPTP inh
N#Cc1cnc2nc1NCCCCCCC2	25.5	12.4	-1.4
N=c1c2ccccc2nc2n1CCCCCCC2	18.4	10.2	0.2
Cc1ccc(S(=O)(=O)N2CCC(C(=O)NCCN3CCOCC3)CC2)cc1	-16.0	9.1	-1.0
O=C(OCc1cn([C@@H]2CN(Cc3cccs3)[C@@H](c3ccccc3)C[C@H]2O)nn1)c1ccccc1	14.1	18.3	0.1

This is a subset. The share of hits here may be higher or lower than overall.
